CAL PDZ FP-1 – blocks peptide binding to the human CAL PDZ domain | Q9HD26 | purified CAL PDZ, TMR-peptide fluorescence polarization, 1 h | inhibition, % at 24.9 µM | actives 0.92% (n = 300,000) | AID 602252;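 active = mean inhibition of at least 30% with at least half of replicates also reaching 30%; inconclusive = no clear call, values can overlap the other calls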;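 note: 0% = DMSO neutral control and 100% = excess unlabeled competitor peptide PRC23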
NSD2 HMT inh – blocks human histone methyltransferase NSD2; O96028; NSD2 peptide methylation, AlphaScreen, 120 min; inhibition, % at 12.5 µM; actives 0.54% (n = 310,000); in the data active = inhibition above about 50%
dFosB activator – activators of mouse delta FosB homodimer; P13346; purified delta FosB, TAMRA-CDK5 oligo fluorescence polarization; percent of positive-control signal above neutral wells; activation, % at 25 µM; actives 0.99% (n = 340,000); AID 493131;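 active = mean activation above about 17%, with every replicate also reaching it, limit read from the data, passing the limit was not always enough; inconclusive = only one of the two conditions met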;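 note: fluorescence polarization rise as delta FosB binds a TAMRA Cdk5 AP-1 oligo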
Target sequence (P13346 whole entry, looked up): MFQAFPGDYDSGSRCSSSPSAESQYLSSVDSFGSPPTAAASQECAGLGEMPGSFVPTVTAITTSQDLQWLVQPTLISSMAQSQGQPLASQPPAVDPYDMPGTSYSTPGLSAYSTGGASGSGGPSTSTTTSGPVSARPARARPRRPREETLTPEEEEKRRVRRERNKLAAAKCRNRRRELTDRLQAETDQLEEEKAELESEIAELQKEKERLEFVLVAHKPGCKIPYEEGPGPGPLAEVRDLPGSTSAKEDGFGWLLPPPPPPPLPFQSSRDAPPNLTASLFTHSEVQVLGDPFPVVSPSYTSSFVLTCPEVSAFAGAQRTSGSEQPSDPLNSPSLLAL
Rtt109 Vps75 – blocks Candida albicans Rtt109/Vps75 acetyltransferase activity; purified Rtt109/Vps75, ThioGlo CoA-SH fluorescence, 4 h; inhibition, % at 34.9 µM; actives 0.16% (n = 330,000); AID 540336;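 active = inhibition of at least 50% in every replicate; inconclusive = best replicate reaches 50% inhibition but some replicates fall short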
CAL PDZ FP-2 – human CAL PDZ-peptide interaction inhibition | actives 0.02% (n = 330,000) | purified CAL PDZ, TMR-peptide fluorescence polarization, 1 h | AID 504414 | inhibition, % at 20 µM | Q9HD26;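 active = highest replicate inhibition of at least 40%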;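 note: plate controls were DMSO neutral control wells for no effect and unlabeled competitor peptide control wells for full effect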
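material = purified tagged CAL PDZ domain construct (CerCALP) | compound dosing = 20 µM, one dose | times = 1 h at RT | measured by = fluorescence polarization from S- and P-plane intensities, G-factor corrected | read-out = inhibition from polarization loss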
SR-BI DiI-HDL act – enhances SR-BI lipid uptake from DiI-HDL; activation, % at 12.5 µM; AID 504775; actives 0.096% (n = 320,000); CHO ldlA[mSR-BI] cells, DiI-HDL uptake fluorescence, 3 h; 100 = double the neutral-control signal;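 active = mean replicate activation of at least 60% and every replicate at or above 60%; inconclusive = mean or all-replicate condition met, but not both; inactive = mean below 60% and not all replicates reaching 60%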;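 note: 0% = median plate neutral-control signal and 100% = twice that signal; values of inactives mirror those of a sister screen read the other way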
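Assay system: CHO ldlA[mSR-BI] cells, LDL receptor-null, SR-BI overexpressing; medium: Ham's F12 with 0.5% BSA, HEPES 25 mM, pH 7.4; also added: DiI-HDL 10 µg/mL; timing: 3 h uptake period with compound, 37 °C; signal: DiI fluorescence, bottom read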
PfHsp90 set2 – growth inhibition of yeast expressing Plasmodium Hsp90; actives 0.32% (n = 310,000); AID 504621; S. cerevisiae expressing PfHsp90, BacTiter-Glo ATP, 48 h; yeast lacking PDR1 and PDR3 efflux regulators; inhibition, % at 9.4 µM;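 active = every replicate shows inhibition above about 80%, whatever the replicate mean, limit read from the data; inconclusive = mean inhibition reaches the set limit but some replicate falls short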;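 note: 0% = DMSO neutral controls and 100% = 20 µM radicicol positive controls; yeast relying on Plasmodium falciparum Hsp90 in place of its own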
PvdQ acylase – blocks Pseudomonas aeruginosa PvdQ acylase activity | purified PvdQ acylase, fluorescence plate reader | inhibition, % at 10 µM | actives 0.063% (n = 340,000) | AID 488965; in the data active = inhibition above about 30%, passing the limit was not always enough; inconclusive = no clear call, values can overlap the other calls;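 note: 0% = vehicle neutral wells and 100% = reference inhibitor wells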
SR-BI HDL uptake – blocks mouse SR-BI lipid uptake from DiI-HDL. Q61009. ldlA[mSR-BI] CHO cells, DiI-HDL uptake fluorescence, 3 h. inhibition, % at 12.5 µM. actives 0.96% (n = 320,000). AID 488896;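 active = mean replicate inhibition of at least 70% and a set share of replicates each scoring 70 or more; inconclusive = meets just one of the two criteria; inactive = fails both criteria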;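 note: 0% = median of neutral control wells and 100% = median of positive control wells; values of inactives mirror those of a sister screen read the other way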
Target sequence (Q61009 whole entry, looked up): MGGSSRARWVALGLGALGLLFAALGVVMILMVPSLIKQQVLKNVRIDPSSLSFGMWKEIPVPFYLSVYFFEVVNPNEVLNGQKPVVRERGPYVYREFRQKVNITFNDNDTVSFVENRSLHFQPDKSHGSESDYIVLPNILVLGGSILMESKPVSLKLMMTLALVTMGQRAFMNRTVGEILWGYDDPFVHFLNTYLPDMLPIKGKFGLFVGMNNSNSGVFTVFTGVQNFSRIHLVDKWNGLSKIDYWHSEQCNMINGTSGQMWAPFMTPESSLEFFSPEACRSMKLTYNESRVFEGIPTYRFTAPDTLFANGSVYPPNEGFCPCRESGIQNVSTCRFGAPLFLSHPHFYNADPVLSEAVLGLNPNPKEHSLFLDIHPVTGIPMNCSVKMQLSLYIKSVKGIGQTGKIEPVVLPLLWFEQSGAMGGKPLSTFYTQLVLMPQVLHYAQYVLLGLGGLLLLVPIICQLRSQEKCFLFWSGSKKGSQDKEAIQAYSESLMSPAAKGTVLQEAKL
MITF act – MITF TRPM1 promoter activation in melanoma cells. activation, % at 12.5 µM. SK-MEL-5 TRPM1-promoter luciferase, 24 h; % of positive control, neutral wells = 0. actives 0.75% (n = 300,000). AID 588334;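 active = mean activation of at least 80% with every replicate also reaching 80%; inconclusive = mean reaches 80% but some replicate falls short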;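 note: 0% = neutral control wells and 100% = parthenolide positive control wells; values of inactives mirror those of a sister screen read the other way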
* marks the source's active call; other numbers are inactive results; ? = inconclusive; . = no result given. Compounds were not picked by outcome (roughly 4.3% active in at least one column).

SMILES	CAL PDZ FP-1	NSD2 HMT inh	dFosB activator	Rtt109 Vps75	CAL PDZ FP-2	SR-BI DiI-HDL act	PfHsp90 set2	PvdQ acylase	SR-BI HDL uptake	MITF act
Cc1cc(C(=O)NC2CC2)c2ccccc2n1	0	3	2	-2	-0.4	12	-48	-13	-12	-3
Cc1cc(OCC(=O)NCCCn2ccnc2)c2c(C)c(C)c(=O)oc2c1	0	6	-21	2	-1.0	-5	4	-6	5	1
CCn1c(SCC(=O)Nc2ccccc2Br)nnc1-c1cnccn1	0	-7	-3	2	-0.2	-2	36	-12	2	-3
CCOc1ccc2[nH]c3c(=O)n(CCC4=CCCCC4)cnc3c2c1	-1	-1	-7	1	-0.4	.	-7	-12	.	22
COc1ccc(C(=O)Nc2nc3cc4c(cc3s2)OCO4)c(OC)c1	7	-2	2	-8	0.4	-9	-12	-7	9	67
COC(=O)c1ccc(NC(=O)COc2ccc(N(C)S(=O)(=O)c3ccc(C)cc3)cc2)cc1	.	42	8	-7	-2.2	7	7	-8	-7	-7
Cc1ccsc1CNn1cnnc1SCc1ccccc1F	.	0	4	7	-0.5	-8	12	-4	8	3
CCCC(=O)Nc1ccc2c(c1)nc1n2CCOC1	4	0	-3	6	0.4	22	2	5	-22	.
CSc1nc(-c2ccccc2)nn1S(=O)(=O)c1ccccc1	6	0	-2	-4	-0.2	22	-34	5	-22	2
C=CC[C@@H](CC(=O)N[C@@H](CO)Cc1ccccc1)C(=O)N[C@H](COC(=O)[C@@H](CC=C)CC(=O)OC(C)(C)C)Cc1ccccc1	2	.	-9	10	-2.8	-10	-2	-9	10	3
Cc1ccccc1C(=O)N1CCN(c2ccc(NC(=O)c3ccco3)cc2)CC1	-2	2	-13	8	-2.4	-19	13	-5	19	-1
CC1CCN(C(=O)CSc2nnc(Cc3ccccc3)o2)CC1	-5	.	2	-1	-0.6	9	-7	-8	-9	2
N#Cc1cnc(SCC(=O)NNC(=O)COc2cccc3ccccc23)nc1N	5	-1	-3	-3	-0.2	8	19	-12	-8	-27
COc1cc(C2CC(=O)Oc3cc4c(cc32)OCO4)cc(OC)c1OC (configuration not stated)	9	.	-6	-3	0.4	12	-31	7	-12	12
CCn1c(SCC(=O)N/N=C/c2ccccc2OCC(=O)O)nnc1-c1ccc(C(C)(C)C)cc1	8	0	-6	9	-1.5	-13	16	1	13	-6
Cc1cc2c(cc1C)CSC(c1ccccc1OC(=O)C(C)(C)C)SC2	.	0	-9	2	0.1	11	18	1	-11	.
O=C(CSc1ncccn1)Nc1cccc(S(=O)(=O)N2CCOCC2)c1	-3	-4	-4	-6	0.6	-12	-9	-11	12	-7
CCNc1nc(OC)nc(N(OC)S(=O)(=O)c2ccc(C)cc2)n1	74*	0	-6	-1	.	-9	-13	-20	9	-8
CCOC(=O)c1cc(C)sc1NC(=O)C(c1ccccc1)c1ccccc1	-1	3	-4	-6	-1.7	19	23	-7	-19	2
O=C(CSc1nnc(-c2ccncc2)n1Cc1ccccc1)NCCc1ccccc1	-1	1	-8	-4	-1.0	2	-16	-14	-2	-10
N#Cc1ccccc1COC(=O)c1cccc(S(=O)(=O)N2CCCC2)c1	4	-1	2	4	0.3	-15	-8	-1	15	6
Cc1[nH]c(=O)[nH]c(=O)c1Sc1ccccc1[N+](=O)[O-]	.	5	-3	2	-0.3	.	-92	-19	.	-11
CC(C)(CNc1ccc(C(F)(F)F)cc1[N+](=O)[O-])N1CCOCC1	6	3	-5	2	-0.4	-9	8	-6	9	-15
Cc1c(C(=O)NCc2cccs2)oc2ccc(Br)cc12	0	-1	-3	.	-2.8	-13	.	6	13	.
Cc1ccccc1Cn1cc(NC(=O)c2cc3nc(-c4ccco4)cc(C(F)(F)F)n3n2)cn1	-2	-6	-8	-13	-0.3	.	-14	-7	.	13
CCc1c(C(=O)NNC(=S)Nc2ccc(S(=O)(=O)Nc3ncccn3)cc2)csc1C	-1	1	0	3	-1.3	4	-20	5	-4	4
Cc1cc(C)cc(Nc2cnn(C34CC5CC(CC(CC(=O)O)(C5)C3)C4)c(=O)c2Cl)c1	-3	-1	-2	8	-1.0	-53	-13	3	53	-2
Cc1ccc(C(=O)N2CCN(S(C)(=O)=O)C2)cc1	-33	-1	1	0	-1.3	4	-2	-14	-4	7
CC1CC(C)CN(C(=O)CNC(=O)Cn2ccc3ccccc3c2=O)C1 (configuration not stated)	-2	1	-15	-1	-2.8	.	8	-15	.	0
COc1cc(C(=O)ON=C2C(C)=CC(=O)C=C2C)cc(OC)c1OC	.	7	1	-13	21	.	7	-22	.	.

Some of the entries so far, with each value named:
Compound: CCc1c(C(=O)NNC(=S)Nc2ccc(S(=O)(=O)Nc3ncccn3)cc2)csc1C
- CAL PDZ FP-1: -1
- NSD2 HMT inh: 1
- dFosB activator: 0
- Rtt109 Vps75: 3
- CAL PDZ FP-2: -1.3
- SR-BI DiI-HDL act: 4
- PfHsp90 set2: -20
- PvdQ acylase: 5
- SR-BI HDL uptake: -4
- MITF act: 4

Compound: CC1CC(C)CN(C(=O)CNC(=O)Cn2ccc3ccccc3c2=O)C1 (configuration not stated)
- CAL PDZ FP-1: -2
- NSD2 HMT inh: 1
- dFosB activator: -15
- Rtt109 Vps75: -1
- CAL PDZ FP-2: -2.8
- SR-BI DiI-HDL act: .
- PfHsp90 set2: 8
- PvdQ acylase: -15
- SR-BI HDL uptake: .
- MITF act: 0

Further records.
SMILES	CAL PDZ FP-1	NSD2 HMT inh	dFosB activator	Rtt109 Vps75	CAL PDZ FP-2	SR-BI DiI-HDL act	PfHsp90 set2	PvdQ acylase	SR-BI HDL uptake	MITF act
CCCNc1c(NC(C)=O)c(=O)oc2ccccc12	-4	-1	9	-1	-2.0	2	6	-10	-2	-9
Cc1cccc(N2CCN(C(=O)C3CCN(S(=O)(=O)c4cnc[nH]4)CC3)CC2)c1C	1	.	-12	-16	-2.6	-8	3	-22	8	3
COc1nc(Nc2ccc([N+](=O)[O-])cc2)nc(NC(C)C)n1	-4	7	-4	-4	-3.3	-22	-113	-10	22	11
CN=C1c2cc3cc(OC)ccc3n2CCN1Cc1ccccc1	-1	.	3	-32	-0.2	26	.	-7	-26	.
CN(C(=O)NC1CCCCC1)c1ccccc1	-4	1	2	0	-1.1	-2	9	-2	2	4
CCCCNC(=S)N/N=C1\CCCCc2ccccc21	-1	-2	-5	33	-1.5	-25	-26	-2	25	-11
O=C(C(=O)N1CCCc2ccccc21)N1CCCc2ccccc21	-9	7	1	-23	0.7	-3	5	4	3	5
COC(=O)/C=C1/N/C(=N\c2nc(C)cc(C)n2)N(c2ccccc2)C1=O	-11	-2	-7	1	-2.0	6	-17	-12	-6	-12
COc1ccc2c(c1)CCc1cn3ncc(C#N)c3nc1-2	.	-4	-3	15	-2.1	-61	4	-21	61	-10
CSc1nc(C)cc(/C=C\c2ccccc2)c1C#N	-2	0	-7	.	0.0	-38	.	-4	38	.
CC(C)CCNC(=O)[C@H](CC(C)C)NC(=O)[C@H]1O[C@@H]1C(=O)O	.	.	.	16	.	8	.	-2	-8	.
CC(C)(C)OC(=O)NCc1ccc(CNC(=O)c2ncn(Cc3ccccc3)c2C(=O)NCc2ccc(CNC(=O)OC(C)(C)C)cc2)cc1	-4	.	-1	-14	-1.5	-38	-2	-5	38	-4
O=C(N/N=C/c1ccc(O)c(O)c1O)/C(=C/c1ccc([N+](=O)[O-])cc1)NC(=O)c1ccccc1	-4	-4	-13	?	-13	-98	-10	-8	98*	-33
CC(=O)N1CCCC1(C(=O)O)c1ccccc1 (configuration not stated)	18	-4	0	-1	-0.1	18	7	-17	-18	-3
CCC1(C)NC(=O)N(CC(=O)Nc2cc(C)on2)C1=O (configuration not stated)	0	-4	-3	-1	-1.3	9	-1	6	-9	13
CCCNC(=O)NC(=O)c1cnccc1C(F)(F)F	.	4	2	7	-0.7	9	5	-11	-9	-3
CC(C)OC(=O)c1c(N)sc2c1CCCC2	3	3	-4	1	.	-2	10	-11	2	-2
COc1cc(NC(=O)COC(=O)c2ccc([N+](=O)[O-])s2)cc(OC)c1OC	1	73*	-9	-3	-1.2	-15	.	11	15	-42
Cc1cc(-c2n[nH]c(=S)n2/N=C/C=C/c2ccccc2)n[nH]1	-4	12	1	5	-0.6	8	-8	-1	-8	-5
Cc1cn(-c2cc(C(=O)Nc3ccc(C)c(NC(=O)N4CCNC4=O)c3)cc(C(F)(F)F)c2)cn1	0	.	56*	-1	0.6	-56	1	-17	56	4
c1ccc2c(c1)Nc1ccncc1S2	5	-1	-7	-4	-0.3	35	27	1	-35	-16
CC(OC(=O)CC(C)c1ccccc1)C(=O)Nc1ccc(Cl)cn1 (configuration not stated)	1	-2	-13	3	-1.3	-8	.	-6	8	-4
CC(C)(C)C(=O)c1cn(CC(=O)NCc2ccc3c(c2)OCO3)c2ccccc12	-4	.	-3	-6	-0.1	-36	14	-8	36	6
Cc1nc2nc(-c3ccc(Cl)cc3)[nH]n2c(=O)c1Cc1ccccc1	-2	-3	3	10	-0.2	31	6	-2	-31	12

By substructure, the compounds so far containing an aryl methoxy group.
SMILES	CAL PDZ FP-1	NSD2 HMT inh	dFosB activator	Rtt109 Vps75	CAL PDZ FP-2	SR-BI DiI-HDL act	PfHsp90 set2	PvdQ acylase	SR-BI HDL uptake	MITF act
COc1ccc(C(=O)Nc2nc3cc4c(cc3s2)OCO4)c(OC)c1	7	-2	2	-8	0.4	-9	-12	-7	9	67
COc1cc(C2CC(=O)Oc3cc4c(cc32)OCO4)cc(OC)c1OC (configuration not stated)	9	.	-6	-3	0.4	12	-31	7	-12	12
CCNc1nc(OC)nc(N(OC)S(=O)(=O)c2ccc(C)cc2)n1	74*	0	-6	-1	.	-9	-13	-20	9	-8
COc1cc(C(=O)ON=C2C(C)=CC(=O)C=C2C)cc(OC)c1OC	.	7	1	-13	21	.	7	-22	.	.
COc1nc(Nc2ccc([N+](=O)[O-])cc2)nc(NC(C)C)n1	-4	7	-4	-4	-3.3	-22	-113	-10	22	11
CN=C1c2cc3cc(OC)ccc3n2CCN1Cc1ccccc1	-1	.	3	-32	-0.2	26	.	-7	-26	.
COc1ccc2c(c1)CCc1cn3ncc(C#N)c3nc1-2	.	-4	-3	15	-2.1	-61	4	-21	61	-10
COc1cc(NC(=O)COC(=O)c2ccc([N+](=O)[O-])s2)cc(OC)c1OC	1	73*	-9	-3	-1.2	-15	.	11	15	-42

Source: PubChem (Broad Institute)
